High-throughput results: PubChem, Sanford-Burnham Center for Chemical Genomics
SENP8 block-1 = human SENP8 protease inhibitors, primary screen, biochemical, fluorescence, Nedd8 protein substrate, uHTS; Sentrin-specific protease 8 (Homo sapiens), Q96LD8; recombinant SENP8; inhibition, % at 20 µM; actives 0.64% (n = 360,000); AID 602440, 2012; in the data active means inhibition mostly above about 40%, no sharp cut-off; inactive means mostly below about 27%
Target sequence (Q96LD8 whole entry, looked up): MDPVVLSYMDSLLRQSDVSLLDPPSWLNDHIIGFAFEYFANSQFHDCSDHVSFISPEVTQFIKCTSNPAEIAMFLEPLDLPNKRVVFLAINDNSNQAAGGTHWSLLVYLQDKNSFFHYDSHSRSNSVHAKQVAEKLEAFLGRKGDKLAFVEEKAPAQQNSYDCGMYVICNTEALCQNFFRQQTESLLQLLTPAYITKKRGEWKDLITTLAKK
SENP7 block = SENP7 protease inhibitors, primary screen, biochemical, luminescence, uHTS; Sentrin-specific protease 7 (Homo sapiens), Q9BQF6; inhibition, % at 5 µM; recombinant SENP7, Z-RLRGG-aminoluciferin luminescence, 40 min; actives 1.5% (n = 330,000);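 active means inhibition above about 50% at the single test dose, limit read from the data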;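 further: plate controls were DMSO with enzyme for no effect and no enzyme buffer wells for full effect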
SENP6 inh = SENP6 protease inhibitors, primary screen, biochemical, luminescence, uHTS; actives 1.8% (n = 330,000); inhibition, % at 10 µM; AID 2599, 2010; Recombinant SENP6 catalytic domain, aminoluciferin luminescence;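 active means inhibition above about 50% at the single tested dose, limit read from the data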;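 further: plate controls were DMSO wells with enzyme for no effect and DMSO wells lacking enzyme for full effect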
A3G deaminase = APOBEC3G DNA deaminase inhibitors, primary screen, biochemical, fluorescence, single-stranded DNA substrate, uHTS. recombinant A3G, ssDNA deamination FAM/TAMRA fluorescence. inhibition, % at 20 µM. actives 0.28% (n = 330,000). AID 493012, 2011;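 active means inhibition of at least 40% at 20 µM, with no more than 30% in the related APOBEC3A deaminase screen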;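 further: plate controls were DMSO wells with A3G for no effect and wells lacking A3G enzyme for full effect; some compounds called inactive have numbers as strong as hits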
Target sequence (Q9HC16 whole entry, looked up): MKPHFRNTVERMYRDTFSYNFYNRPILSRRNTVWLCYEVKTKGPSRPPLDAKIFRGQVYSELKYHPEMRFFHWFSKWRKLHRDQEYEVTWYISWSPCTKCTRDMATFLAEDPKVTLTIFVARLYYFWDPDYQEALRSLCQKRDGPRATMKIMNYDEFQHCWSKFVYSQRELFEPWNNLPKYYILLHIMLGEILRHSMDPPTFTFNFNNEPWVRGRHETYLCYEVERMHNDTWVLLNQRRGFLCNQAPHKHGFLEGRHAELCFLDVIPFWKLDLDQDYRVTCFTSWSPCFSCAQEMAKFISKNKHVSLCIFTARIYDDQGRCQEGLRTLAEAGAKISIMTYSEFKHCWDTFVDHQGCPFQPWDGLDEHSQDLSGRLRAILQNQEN
SENP8 block-2 = SENP8 protease inhibitors, primary screen, biochemical, luminescence | AID 2540, 2010 | purified SENP8, Z-RLRGG-aminoluciferin cleavage | inhibition, % at 10 µM | actives 1.2% (n = 330,000); in the data active means inhibition above about 50%
UBC13 inh = UBC13 polyubiquitin chain formation inhibitors, primary screen, biochemical, TR-FRET, uHTS | Ubiquitin-conjugating enzyme E2 N (Homo sapiens), P61088 | inhibition, % at 20 µM | actives 0.47% (n = 330,000); in the data active means inhibition above about 45%, passing the limit was not always enough; inconclusive means no clear call, values can overlap the other calls
Target sequence (P61088 whole entry, looked up): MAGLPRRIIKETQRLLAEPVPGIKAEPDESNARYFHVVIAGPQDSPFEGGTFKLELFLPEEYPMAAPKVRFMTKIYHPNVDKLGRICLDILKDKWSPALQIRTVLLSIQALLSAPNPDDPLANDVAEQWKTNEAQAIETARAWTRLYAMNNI
Apaf1 inhib = inhibitors of human Apaf-1 apoptosome, primary screen, biochemical, DEVD-Rh110 fluorescence, uHTS; Apoptotic protease-activating factor 1 (Homo sapiens), O14727; actives 0.71% (n = 330,000); inhibition, % at 20 µM; reconstituted apoptosome caspase-3 activity; active means inhibition of at least 40% at 20 µM;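 further: plate controls were DMSO wells for no effect and DEVD-CHO caspase inhibitor wells for full effect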
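Material: cell-free apoptosome with Apaf-1, procaspase-3 and caspase-9; Buffer or medium: Hepes pH 7.5 with detergent and BSA; Reagent: cytochrome c trigger plus (Z-DEVD)2-Rh110 caspase-3 substrate; Times: compound with Apaf-1, dATP, procaspase-3 30 min, then 50 min reaction, room temperature; Technique: Rh110 fluorescence intensity.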
SENP1 FRET inh = human SENP1 catalytic domain inhibitors, primary screen, biochemical, FRET, uHTS. actives 0.21% (n = 360,000). recombinant SENP1 catalytic domain, CyPet-SUMO1-YPet FRET cleavage. inhibition, % at 10 µM. Sentrin-specific protease 1 (Homo sapiens), Q9P0U3;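 active means inhibition at least 30% at 10 µM, raw YFP signal under a set limit, fluorescence ratio 0.5 to 1.5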;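 further: 0% = enzyme with DMSO and 100% = no enzyme wells; some results filed as inactive read as strong as hits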
Target sequence (Q9P0U3 419-644 limits assumed): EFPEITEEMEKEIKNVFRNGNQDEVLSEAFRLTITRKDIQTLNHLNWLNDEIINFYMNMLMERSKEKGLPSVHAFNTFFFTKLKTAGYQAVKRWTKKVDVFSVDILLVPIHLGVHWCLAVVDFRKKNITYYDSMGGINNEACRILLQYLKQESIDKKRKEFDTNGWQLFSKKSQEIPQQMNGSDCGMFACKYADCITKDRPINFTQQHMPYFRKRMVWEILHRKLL
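Material – human SENP1 catalytic domain · Input – SENP1 enzyme, 20 pM final · Compound dosing – single concentration of 10 µM compound, 0.5% DMSO final · Timing – enzyme reaction for 50 min at room temperature, dark · Measured by – FRET fluorescence in CFP and YFP emission channels · Control set – no-enzyme wells low, DMSO-plus-enzyme wells high control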
* hit, by the source's call; i = inactive; u = inconclusive; x = not tested or not shown. Rows were taken by chance; any-hit rate near 3.6%.

SMILES	SENP8 block-1	SENP7 block	SENP6 inh	A3G deaminase	SENP8 block-2	UBC13 inh	Apaf1 inhib	SENP1 FRET inh
O=C1CCCN2N=C(SCC(=O)Nc3nc4ccccc4s3)SC2=N1	4	8	-20	10	-3	0	4	-1
C/C(=N\NC(=S)NCc1ccccc1)c1cccs1	4	-8	-18	-6	-8	-3	8	-2
CCC(C)c1ccc(NC(=O)C2CC3CCC2C3)cc1 (configuration not stated)	23	-5	-20	-10	-6	2	4	1
COc1ccc(NC(=O)/C=C/c2ccco2)cn1	3	-3	2	9	-3	-10	3	-5
Cc1ccccc1CN(C)CC(=O)Nc1ccccc1Oc1ccccc1	21	-12	-4	-6	-9	2	17	2
O=C(CCc1ccccc1)NCCCN1CCOCC1	11	-1	-17	-3	-4	7	-6	1
COC(=O)c1ccccc1NC(=O)/C=C/C(=O)O	-156	-1	9	-2	1	7	-6	2
CCN(C(=O)CSc1nnc(-c2c[nH]c3ccccc23)o1)C1CCS(=O)(=O)C1 (configuration not stated)	0	7	-7	0	2	-8	-3	-1
COc1ccc2c(c1)C(=O)N1[C@H]3c4cc(Cl)ccc4OC[C@@H]3[C@H](c3ccccc3)[C@]1(C)C(=O)N2	-100	-5	-20	-10	-10	-5	38	-4
COC(=O)C1=C(C)NC2=C(C1c1ccc(O)cc1)S(=O)(=O)c1ccccc12 (configuration not stated)	-179	5	5	7	2	-4	-3	-43
Cc1cc(NC(=O)CCC(=O)N(CCC(C)C)C(C(=O)NCC2CCCO2)c2ccccc2C)no1 (configuration not stated)	13	1	-2	-8	2	1	7	1
NC(=O)c1ccc(SCC(=O)OCC(=O)N2CCCCC2)c([N+](=O)[O-])c1	1	-1	-1	-11	12	-1	0	-3
CCCSc1cc(N)cc([N+](=O)[O-])c1	27	-7	-9	1	-11	-18	4	3
O=C(CCCN1C(=O)/C(=C\c2ccccc2)SC1=S)Nc1cccc(C(=O)O)c1	24	0	63*	-5	38	-4	6	2
CCOc1ccccc1C1CC(c2cccs2)=NN1S(C)(=O)=O (configuration not stated)	-8	0	7	-5	6	0	2	-24
CCOC(=O)CNC(=O)c1ccc(C)cc1	8	9	-13	-4	-7	-2	-21	-1
CC(C)c1ccc(NCCC(=O)c2cccs2)cc1	13	-11	3	-5	-13	-16	12	-13
O=C(Cc1ccccc1F)Nc1ccccc1N1CCCC1	-6	-4	0	0	3	-3	6	-1
Cc1cc(NC(=O)CSc2nc3[nH]c(=O)cc(O)c3s2)ccc1Br	-2	-13	7	-14	-10	-12	-7	-8
O=C(COC(=O)c1sc2ccccc2c1Cl)NC1CCCCC1	9	12	-9	-9	4	-2	7	-1

In another format: three of the compounds above.
Below each SMILES: SENP8 block-1	SENP7 block	SENP6 inh	A3G deaminase	SENP8 block-2	UBC13 inh	Apaf1 inhib	SENP1 FRET inh
- O=C(Cc1ccccc1F)Nc1ccccc1N1CCCC1
  -6	-4	0	0	3	-3	6	-1
- Cc1cc(NC(=O)CSc2nc3[nH]c(=O)cc(O)c3s2)ccc1Br
  -2	-13	7	-14	-10	-12	-7	-8
- O=C(COC(=O)c1sc2ccccc2c1Cl)NC1CCCCC1
  9	12	-9	-9	4	-2	7	-1

Continuation.
SMILES	SENP8 block-1	SENP7 block	SENP6 inh	A3G deaminase	SENP8 block-2	UBC13 inh	Apaf1 inhib	SENP1 FRET inh
COc1ccccc1/C=C/C(=O)N1CCN(S(=O)(=O)c2cccs2)CC1	-80	-9	-24	-7	-14	1	15	-7
CCOC(=O)OC(C)OC1=C(C(=O)Nc2ccccn2)N(C)S(=O)(=O)c2ccccc21 (configuration not stated)	x	-1	-6	-12	1	13	-11	x
Cn1c2ccc(F)cc2c2ncn(Cc3ccccn3)c(=O)c21	-410	-2	-4	-8	1	24	-17	3
Cc1ccc(CNC(=O)COc2cc(O)c3c(c2)OC(C)(C)CC3=O)cc1	-73	-17	-4	4	-9	7	19	2
CCc1nonc1NC(=O)c1oc2ccc(Br)cc2c1C	-1	1	5	-3	12	-2	-11	-1
COc1ccc(-c2cc(=O)c3cc(OC)ccc3[nH]2)cc1	i	81*	84*	-5	74*	3	-4	-1
CCOC(=O)c1[nH]c2ccc(OC)cc2c1NC(=O)/C=C/c1ccc2c(c1)OCO2	13	3	1	-3	3	0	-2	-29
COc1cc(NC(=O)CSc2nnc3c(n2)[nH]c2ccc(S(=O)(=O)NC(C)C)cc23)cc(OC)c1OC	2	1	-12	-7	-4	-22	-2	1
CCOC(=O)c1cnc2ccc(OCC)cc2c1NCCCN1CCOCC1	-303	0	12	-6	5	1	0	-2
O=C(COC(=O)C1COc2ccccc2O1)Nc1cccc(Cl)c1 (configuration not stated)	8	-12	4	0	-12	-3	-2	4
CCCCCCc1nnc(NC(=O)c2ccco2)s1	11	4	9	-7	2	-1	7	-3
CCOC(=O)N1CCC(N2C(=O)c3ccccc3C2Nc2cc(Cl)c(OC)cc2OC)CC1 (configuration not stated)	14	-1	-13	-10	4	-1	2	2
CCN(C[C@H]1N[C@@](C)(C(=O)OC)[C@H]2C(=O)N(C)C(=O)[C@@H]12)C(=O)Nc1ccc(Cl)cc1	5	1	8	4	2	2	-6	3
CC(=O)c1cc(CN2CCN(Cc3ccc(C)cc3)C(CCO)C2)cs1 (configuration not stated)	11	5	4	-6	2	2	-15	2
CCCCN(CCCC)C(=O)CSc1nnc(-c2cc(OC)c(OC)c(OC)c2)o1	10	-2	-4	-7	-6	-10	22	2
CCC1=NC(c2ccc(Br)cc2)N(O)C1(C)C (configuration not stated)	14	0	4	-2	-3	-1	-6	3
O=C(Nc1ccc2nc3n(c(=O)c2c1)CCCC3)c1cc([N+](=O)[O-])ccc1F	17	1	-18	-4	0	-10	5	5
NC[C@@]12CCCC1C1CCC2C1 (some centres not stated)	x	3	-3	0	11	-3	2	x
CCS(=O)(=O)N1CCN(CC2CC3C=CC2C3)CC1 (configuration not stated)	23	-10	-6	-2	-5	-19	11	0
Cc1c(N(C)C)nc2ccccc2c1N	-40	1	-8	-9	3	-4	-11	-8
CC(C)(C)OC(=O)C[C@@H]1C/C=C\C[C@H](CC(=O)N(CCO)Cc2ccccc2)C(=O)N2CCC[C@@H]2COC1=O	11	-1	-11	-4	-11	-2	7	1
CC1CCN(C(=O)COC(=O)COc2ccccc2C#N)CC1	24	-4	4	-2	4	1	-6	1
Cc1nn(-c2cc(Cl)ccc2N)c(=O)c2ccccc12	10	-2	10	-6	-6	4	-23	2
OCC1(CCOc2ccccc2)CCN(Cc2ccc3c(c2)OCCO3)CC1	19	-6	-11	-5	-6	-9	12	3
CCC(C)NC(=O)Cn1c(-c2ccccc2)cc(C(C)=O)c1C (configuration not stated)	10	4	3	2	-4	-38	-3	1
CCC1CCCCN1CCCNC(=O)c1ccc2c(c1)NC(=O)CN2C (configuration not stated)	-24	2	-2	-5	6	1	12	-132
O=C(NCCn1ccc2ccccc21)c1ccc2c(c1)OCO2	8	-6	13	-3	-9	8	7	-3
CC(=O)c1cccc(NC(=O)C(C)OC(=O)c2ccc(-n3cnnn3)cc2)c1 (configuration not stated)	-12	6	-14	-13	-4	-2	-13	1
CCCCn1nc(C(=O)Nc2ccc(-n3cnnn3)cc2)c2ccccc2c1=O	-8	4	11	-8	-3	17	0	-1
CS(=O)(=O)N1CCC(C(=O)Nc2ccc(C(N)=O)cc2)CC1	7	6	13	-3	-2	4	-3	0
CC(=O)N(c1cccc(C(F)(F)F)c1)c1nc(/C=C/C(=O)O)cs1	0	2	-11	6	-3	-7	-11	-2
COc1cc(OC)c(OC)cc1/C=N/Nc1nc2ccccc2[nH]1	-405	-5	-1	-7	2	2	1	-7
COC(=O)c1ccc(COC(=O)CCS(=O)(=O)c2ccc(C)cc2)cc1	5	3	11	-9	-4	-10	-53	0
COc1cc(/C=N/Nc2ccc(Cl)c(C(=O)O)c2)ccc1OCC(=O)N1C(C)CCCC1C (configuration not stated)	-80	-2	-17	8	-3	-7	-7	-2
CCCCCCCNC(=O)C1(CC2CC(c3ccccc3)=NO2)CCN(C(=O)c2ccccc2)CC1 (configuration not stated)	21	-15	7	-8	-2	3	21	0
CCn1c(=S)[nH]c2cc(Cl)ccc21	10	15	-19	0	-6	u	-12	-1
CCn1cc([N+](=O)[O-])c(C(=O)N2CCCc3ccccc32)n1	9	-9	-29	-5	2	4	-19	-1
Cc1nnc(NC(=O)c2c(-c3ccccc3)noc2C)s1	11	3	6	2	-2	0	8	0
O=C(Nc1ncccn1)c1cccs1	14	10	-11	3	-3	8	-2	0
COc1cc(OC)cc(C(=O)NC(=S)Nc2cc3oc4ccccc4c3cc2OC)c1	-51	3	6	-2	-3	-14	-16	-3

Laid out differently: two of the compounds above.
smiles | SENP8 block-1 | SENP7 block | SENP6 inh | A3G deaminase | SENP8 block-2 | UBC13 inh | Apaf1 inhib | SENP1 FRET inh
O=C1CCCN2N=C(SCC(=O)Nc3nc4ccccc4s3)SC2=N1 | 4 | 8 | -20 | 10 | -3 | 0 | 4 | -1
CC(=O)c1cc(CN2CCN(Cc3ccc(C)cc3)C(CCO)C2)cs1 (configuration not stated) | 11 | 5 | 4 | -6 | 2 | 2 | -15 | 2

(list continues)
SMILES	SENP8 block-1	SENP7 block	SENP6 inh	A3G deaminase	SENP8 block-2	UBC13 inh	Apaf1 inhib	SENP1 FRET inh
CCCc1cc(=O)n2[nH]c(-c3ccc(C)cc3)cc2n1	-40	-2	4	-3	-8	0	-2	3
COC(=O)[C@@H](Cc1c[nH]c2ccccc12)NC(=O)CNC(=O)c1ccccc1OC	5	-7	-17	-8	6	3	-8	-3
C=C(C)CNC(=S)N/N=C/c1ccc([N+](=O)[O-])cc1	20	13	-16	-2	-1	-6	4	-2
COc1ccc(C2C(C#N)=C(N)Oc3n[nH]c(-c4ccccn4)c32)c(OC)c1OC (configuration not stated)	32	0	-19	-9	0	-12	i	0
COc1ccccc1CNC(=O)/C=C/C(=O)O	11	-10	-3	2	-2	1	3	-1
O=C(COc1ccccc1)N=C1SC2CS(=O)(=O)CC2N1c1ccccc1 (configuration not stated)	16	0	-7	-5	-2	8	0	1
COc1ccc(NC(=O)C(OC(=O)c2cnc(C)cn2)c2ccccc2)cc1Cl (configuration not stated)	-3	-2	2	-6	1	-5	13	4
NC(=O)c1ccc(NC(=O)COC(=O)CCCOc2ccccc2)cc1	7	-1	-7	-10	-6	-1	-1	2
Cc1ccc2nc(N(CCCN(C)C)C(=O)c3ccco3)sc2c1	7	6	14	0	2	-8	-11	-2
COc1ccc(Cn2c(SCC#N)nc3ccc(N4CCOCC4)cc3c2=O)cc1	-426	8	12	-3	-3	-8	12	-68
C=C(C)c1nc(N)nc(N)n1	9	-5	15	-8	-9	2	-8	3
COCCN(C(=S)Nc1c(C)cccc1C)C(C)c1cccs1 (configuration not stated)	12	3	-6	3	5	-3	-12	2
CC(=O)c1cc2c(cc1NS(=O)(=O)c1ccccc1)OCO2	4	-1	14	-10	0	5	-12	1
CN(C)C(=O)CSc1cnc2ccccc2n1	-18	3	4	-5	-4	2	-11	0
O=C(Nc1nnc(-c2ccncc2)o1)c1ccccc1	-30	5	-8	1	5	-20	2	-1
CC(C)(C)c1ccc(C2(C)NC(=O)N(CC(=O)c3ccc[nH]3)C2=O)cc1 (configuration not stated)	1	-8	-5	0	-8	-9	9	-8
CCOC(=O)c1ccc(NC(=O)c2cccc(S(=O)(=O)N3CCOCC3)c2)cc1	12	-5	-36	-7	-9	-5	12	4
